Assay outcomes (PubChem)
Autophagy mod: autophagy modulators in MEF cells, primary screen, imaging, high-content, MEF GFP-LC3; MEF GFP-LC3 puncta imaging; test concentration mostly 10 µM; calls only at 10 µM (by protocol); 190,000 tested, 0.98% active; AID 463193, 2010;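 active = percentage of spot-positive cells more than 3 SD above its plate mean, without a fluorescence outlier flag or 80% toxicity; inconclusive = no clear call, values can overlap the other calls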;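 note: spot-positive cell cutoff set from DMSO-treated cells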
T cell modulator: modulators of CD8 T cell-vesicle binding, primary screen, mouse 2C CD8+ T cells, flow cytometry; 2C CD8+ T cell-vesicle binding; hits give low values; calls only at 7 µM; 330,000 tested, 0.068% active; AID 2052, 2009;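 active = response, share of CD8 T cells binding vesicles, and their 90th percentile fluorescence all below set limits, cut at about 80% in these data, passing the limit was not always enough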
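Benchmarks: naked versus QL9-loaded vesicles / Assay system: purified 2C TCR transgenic mouse naive CD8+ T cells / Technique: high-throughput flow cytometry with anti-B7-1 and anti-CD8 staining / Timing: Cell–vesicle co-incubation 1.5 h at 37 °C, staining 20 min on ice / Read-out: percent CD8+ FL2 mean versus row control / Probe or stimulus: QL9-loaded Drosophila micro-vesicles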
Salmonella PhoP GFP: inhibitors of PhoP regulon expression, primary screen, Salmonella Typhimurium, GFP reporter (AID 1863) | S. Typhimurium PhoP-regulated promoter GFP reporter, 4 h; higher % means a stronger effect | inhibition, % at 50 µM, or IC50 in µM where a hit was titrated | 300,000 tested, 0.16% active;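 active = inhibition over 29.93%, a cutoff 3 SD above the screen mean, later confirmed by dose response; inconclusive = inhibition over 29.93% but no dose response follow-up; inactive = inhibition at most 29.93% or unconfirmed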;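 note: 0% = low Mg2+ inducing control and 100% = high Mg2+ repressing control; strong numbers were not always called active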
b-catenin transl: modulators of beta-catenin nuclear translocation, primary screen, imaging, HeLa cells, immunofluorescence, high-content; nuclear translocation activity, % at 5 µM; 190,000 tested, 0.3% active;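 active = nuclear translocation activity above 50% at 5 µM, with a well cell count of 50 or more; inconclusive = wells under 50 cells across six images, flagged as toxic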;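 note: per-cell ratio of nuclear to cytoplasmic median beta-catenin stain intensity; plate controls were DMSO negative control for no effect and GSK-3 inhibitor IX positive control for full effect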
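Test system: human HeLa cells, native beta-catenin. Compound dosing: 5 µM primary single dose, 0.1% DMSO, 0.02–20 µM confirmation series. Incubation: compound exposure 24 h at 37°C. Detection: beta-catenin immunostaining with DAPI counterstain, 20x imaging, 6 fields/well. Read-out basis: Nuclear/cytoplasmic beta-catenin signal ratio, % activation.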
Dynein transport: inhibitors of GR-EGFP nuclear translocation, primary screen, dynein cargo transport inhibitor project, imaging, high-content, 3617.4 mouse cells. test concentration mostly 20 µM; stimulated with dexamethasone, 1 µM; hits give low values. z-score, hits read low. 220,000 tested, 0.47% active;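 active = plate z-score of nuclear minus cytoplasmic receptor signal below a set negative limit, without overly bright fluorescence or cell loss, cut at about -3.5 in these data, passing the limit was not always enough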;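 note: z-score of nuclear minus cytoplasmic ring GR-EGFP intensity difference per well; some compounds called inactive have numbers as strong as hits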
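Also added – dexamethasone, 1.0 µM final · Buffer or medium – tet-free, stripped-serum medium · Schedule – induction 48 h, compound 1 h, agonist 30 min · Detection – formaldehyde fixation, Hoechst nuclear stain, 10x automated fluorescence imaging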
Hep lipid drop: inhibitors of hepatocyte lipid droplet formation, primary screen, imaging, high-throughput imaging, BODIPY stain; AML12 mouse hepatocytes, oleate lipid droplets; inhibition, % at 6.5 µM; 240,000 tested, 0.4% active; AID 1656, 2009;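 active = lipid droplet intensity inhibited by at least 50%, with more than 500 cells counted; inconclusive = wells with under 300 cells, treated as cytotoxic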
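material = mouse AML12 hepatocyte cell line, fixed after treatment | also added = 100 µM oleic acid challenge | doses = compound at 6.5 µM only | schedule = overnight exposure | technique = Image-based BODIPY and DAPI two-channel analysis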
Ins promoter up: insulin promoter activators in MIN6 cells, imaging, high-content screening, mouse beta cells; z-score at 5 µM; 190,000 tested, 0.3% active; MIN6 insulin promoter-GFP reporter; hits give high values;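 active = z-score above 3 at 5 µM with at least 500 cells counted in the well; inconclusive = wells under 500 cells, flagged as cytotoxic or low count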
CSM14.1 death rescue: rescue of cells from ER stress-induced death, primary screen, 384-well, CSM14.1, thapsigargin, ATP luminescence (AID 1222); CSM14.1 thapsigargin-induced death rescue, ATP luminescence; higher % means a stronger effect; cellular ATP content (survival), % at 20 µM, or EC50 in µM where a hit was titrated; 190,000 tested, under 10 active;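 active = EC50 below 50 µM in the dose-response confirmation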;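 note: death triggered by thapsigargin at about 15 µM added after 2 h compound pretreatment; cell ATP read after overnight thapsigargin exposure of roughly 18 to 22 hours; normalized against plate controls of thapsigargin alone and 5% DMSO vehicle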
MT stabilizer: microtubule stabilizers in HeLa cells, primary screen, imaging, high-content imaging; AID 2205, 2009; % tubulin-high responders, % at 10 µM; HeLa tubulin immunostaining HCS, 24 h; share of cells brighter than vehicle mean+2SD; 200,000 tested, 0.83% active;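 active = plate Z-score above 3 for both tubulin-high and condensed-nucleus cell shares, with cell loss under 80%, at 10 µM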;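 note: anti alpha tubulin signal scored within the nucleus-defined area of each cell; some results filed as inactive read as strong as hits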
Dynein transport cytoplasmic EGFP: recorded beside Dynein transport, whose call it bears; z-score; measured here: cytoplasmic GR-EGFP intensity; hits give high values
Dynein transport nuclear GR-EGFP: also measured in Dynein transport; calls as there; z-score; measured here: nuclear GR-EGFP intensity;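 lower value marks the stronger effect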
Dynein transport cell count: second read-out of Dynein transport, no call of its own (marks repeat the call); z-score; measured here: cell count per field
Ins promoter up cell count: second read-out of Ins promoter up, no call of its own (marks repeat the call); cell count; measured here: cytotoxicity, nuclei count;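 total cells summed across four imaged fields per well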
Hep lipid drop cells 6.5 µM: further read-out of Hep lipid drop, marked with its call; cell count; measured here: cell count, cytotoxicity flag;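 cells counted across two imaged fields per well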
b-catenin transl cell count 5 µM: recorded beside b-catenin transl, whose call it bears; cell count; measured here: cell count, cytotoxicity flag
T cell modulator vesicle-bound %: further read-out of T cell modulator, marked with its call; double positive events, %; measured here: CD8+ vesicle-bound cell fraction;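 binding gate set so that unloaded-vesicle control wells show 10% double positive cells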
MT stabilizer Hoechst-high %: also measured in MT stabilizer; calls as there; % Hoechst-high responders; measured here: nuclear condensation Hoechst responders;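 share of cells brighter than vehicle mean plus two SD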
MT stabilizer cytotoxicity %: recorded beside MT stabilizer, whose call it bears; toxicity, %; measured here: cytotoxicity by cell density;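 0% = mean cell density of plate MIN control wells and 100% = no cells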
Autophagy mod cell loss 18 h: recorded beside Autophagy mod, whose call it bears; toxicity, %; measured here: cell loss, nuclei count;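 cell loss after 18 h compound exposure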
Active calls of the source: *; i = inactive; ? = inconclusive; / = no result given.

mol	Autophagy mod	Autophagy mod cell loss 18 h	T cell modulator	T cell modulator vesicle-bound %	Salmonella PhoP GFP	b-catenin transl	b-catenin transl cell count 5 µM	Dynein transport	Dynein transport cytoplasmic EGFP	Dynein transport nuclear GR-EGFP	Dynein transport cell count	Hep lipid drop	Hep lipid drop cells 6.5 µM	Ins promoter up	Ins promoter up cell count	CSM14.1 death rescue	MT stabilizer	MT stabilizer Hoechst-high %	MT stabilizer cytotoxicity %
O=C(NC(c1ccccc1)c1ccccc1)c1ccc(Br)o1	i	0.2	i	56.9	0.2%	-4.5	1195	-0.826	0.619	-0.384	-0.207	-2.0	770	-1.06	839	2.6%	1.4	1.7	7.6
COC(=O)c1ccccc1NC(=O)N1CCN(c2ccccc2F)CC1	i	4.4	i	49.8	-1.3%	-1.7	996	0.116	0.513	0.11	0.489	0.6	708	0.4	1622	0.0%	2.5	1.8	6.8
Cc1ccccc1-n1c(C)nnc1SCc1nc2ccccc2s1	i	13.4	i	40.4	-10.5%	0.3	1136	0.531	1.22	1.31	-0.809	/	/	0.84	773	-0.2%	7.9	2.0	11.0
Cc1nc2ccc(S(=O)(=O)Nc3cccc(-c4nc5cccnc5s4)c3)cc2s1	i	19.8	i	34.6	21.5%	1.4	498	1.54	-0.133	2.17	-1.52	-53.9	746	-0.29	855	3.7%	4.8	2.9	0.6
CCOC(=O)c1oc2ccc(S(=O)(=O)n3nc(-c4ccc(Cl)cc4)cc3N)cc2c1C	i	12.5	i	37.7	-2.0%	-1.5	1187	-0.526	-0.192	-0.0301	0.144	/	/	-0.11	969	-0.7%	17.1*	38.1*	32.9*
O=C(NCCN1CCOCC1)c1cnn2c(-c3ccccc3)cc(-c3ccccc3)nc12	i	1.8	i	21.7	-4.7%	5.2	1359	-0.00933	-0.0606	-0.115	0.238	/	/	-1.26	1051	-1.5%	1.0	1.3	4.7
O=C(O)CCCNC(=O)CCCn1nnc2ccccc2c1=O	/	/	i	45.6	-11.6%	-0.8	1268	-0.163	-0.177	-0.167	0.479	8.1	740	0.18	1017	/	/	/	/
CCCCCOc1ccc(CN2CCOCC2)cc1Cl	i	-2.3	i	16.8	9.5%	-0.4	1142	0.0908	-0.147	0.574	-0.455	16.4	813	0.16	1172	-2.8%	1.6	3.9	10.3
O=C(Nc1ccccc1)c1ccc(F)c(S(=O)(=O)N2CCOCC2)c1	i	0.6	i	42.3	-0.3%	-4.8	929	-0.02	-0.125	0.282	-0.374	/	/	0.03	1165	-0.7%	7.2	1.6	7.4
Cc1ccc2c(c1)C1CN(C)CCC1N2C(=O)c1cccc(S(=O)(=O)N2CC(C)CC(C)C2)c1 (stereo unspecified)	i	4.2	i	39.3	-3.1%	-3.1	1137	-0.723	-0.0697	0.19	0.456	12.8	695	0.01	1324	-1.8%	2.0	2.6	9.4
O=c1[nH]c(C2CCN(S(=O)(=O)c3ccccc3)CC2)nc2c1nnn2Cc1ccccc1	i	1.2	i	42.2	3.3%	-1.1	1122	1.28	-0.245	0.536	-0.409	15.5	687	-0.33	1403	2.2%	6.1	2.0	8.3
COC(=O)c1ccc(NC(=O)CCN2C(=O)CSC2=O)cc1	i	6.8	i	30.7	1.7%	0.7	1563	-0.297	0.438	0.12	0.811	3.7	689	0.36	1551	0.7%	2.6	2.3	3.1
Cc1ccc(CNC(=O)c2sc3nc4c(c(C(F)(F)F)c3c2N)CCC4)cc1	i	11.1	i	15.8	1.9%	-4.2	958	0.964	-0.4	0.269	0.0985	/	/	-0.41	1286	0.4%	3.1	2.0	8.7
O=C(CN1C(=O)CC(c2ccccc2)S(=O)(=O)c2ccccc21)N1CCOCC1 (stereo unspecified)	i	16.8	i	26.7	-5.2%	4.6	548	-1.59	0.831	-0.576	0.609	-1.6	723	/	/	-0.4%	1.7	1.6	1.9
COc1ccc(/C=C2/N=C(SC3CCOC3=O)N(c3cccc(OC)c3)C2=O)cc1 (stereo unspecified)	i	7.8	i	38.6	-6.6%	0.8	1081	-0.316	-0.307	-0.422	0.523	-8.4	653	0.13	1460	-1.8%	2.0	3.2	8.8
CCCCc1ccc(/C=C2\C(=O)ON=C2c2ccccc2)s1	i	-4.3	i	43.2	-3.5%	-0.3	933	-0.356	-0.243	-0.535	-0.182	6.6	632	/	/	-0.6%	5.2	2.4	12.9
Cc1nnc(Nc2ccccc2)n(N)c1=O	i	-4.5	i	9.9	3.5%	-1.6	1141	0.0212	-0.199	0.148	1.08	0.2	743	-0.01	829	1.7%	2.1	1.1	5.8
Cc1ccccc1Nc1nc(=O)c2cc([N+](=O)[O-])ccc2s1	i	0.9	i	52.5	-6.0%	1.6	1052	-0.389	-0.231	-0.45	0.0174	-1.2	661	0.48	1367	-4.0%	3.1	3.8	3.8
COc1ccc(S(=O)(=O)N2CCOCC2)cc1C(=O)Nc1ccon1	i	-1.4	i	14.3	-1.0%	-0.5	972	-0.291	-0.241	-0.199	0.159	14.1	741	0.54	909	/	2.5	1.6	2.5
CCc1ccc(C2N(c3ccc(OC)cc3)C(=O)C3CCCN32)cc1 (stereo unspecified)	i	6.0	i	52.6	1.4%	-2.0	1130	-0.351	-0.158	-0.182	-0.303	/	/	0.81	896	-0.2%	3.1	3.4	6.9
COC(=O)C1CCN(C(=O)CCCOc2ccccc2)CC1	i	-3.9	i	51.5	0.9%	0.5	994	0.721	-0.207	-0.241	-0.442	-32.4	723	-0.38	1302	0.9%	4.7	2.4	6.5
Cc1ccccc1C(C(=O)NC1CCCCC1)N(C(=O)c1ccccn1)c1cccnc1 (stereo unspecified)	i	-0.3	i	34.0	-7.2%	-0.5	1076	-0.533	-0.253	-0.0424	0.924	13.8	716	-0.63	1481	0.0%	3.5	1.9	9.5
Nc1nc(SCC(=O)N2CCOCC2)[nH]c(=O)c1-c1ccccc1	i	-0.7	i	38.5	-5.2%	-3.7	1124	-0.377	-0.539	0.22	0.0339	0.5	715	0.11	1225	-0.7%	0.2	3.4	6.3
O=C(CCC(=O)N1CCCC1)Nc1nnc(C(F)(F)F)s1	i	-8.9	i	30.6	2.6%	-6.9	981	0.575	-0.2	-0.354	-0.978	/	/	1.11	1161	-1.2%	3.9	1.7	6.7
O=C1CCCc2ccccc2N1Cc1ccc(F)cc1	i	15.2	i	35.8	3.8%	-2.9	1101	-0.0948	-0.107	0.141	0.00263	12.1	683	-0.39	1592	-1.2%	3.4	1.2	3.2
COc1ccc(N=CC2=C(O)CC(c3ccccc3)CC2=O)c(OC)c1 (stereo unspecified)	i	13.6	i	60.0	-1.9%	/	/	-0.394	-0.19	-0.523	0.199	22.8	662	1.15	1177	3.4%	27.1*	22.5*	56.7*
COCC(=O)N(c1ccccc1)C(C)C(=O)OC (stereo unspecified)	i	-0.1	i	60.3	4.5%	-1.2	1089	-1.32	-0.0201	-0.766	1.2	-0.5	714	0.44	1146	-1.3%	1.4	1.6	5.1
O=C(NCc1cccs1)c1cccnc1Cl	i	27.9	i	1.0	0.7%	-1.7	1015	-0.051	0.926	0.443	0.494	?	/	0.87	1282	-3.2%	3.2	2.7	3.1
Cc1cc(S(=O)(=O)Nc2ccccc2C)ccc1F	i	-0.1	i	12.4	4.9%	-0.5	1211	0.237	-0.184	-0.0763	-0.71	0.5	697	/	/	-2.1%	3.0	2.3	10.9
Cc1ccc(N2C(=S)N=C(Nc3ccccc3C)C23CCOC(C)(C)C3)cc1 (stereo unspecified)	i	1.8	i	16.3	-11.6%	1.5	1361	-0.519	-0.163	-0.849	-0.863	/	/	-0.91	1499	3.5%	1.7	2.1	11.3
Fc1ccc(CSc2nnc(-c3cc4c(s3)-c3ccccc3CC4)o2)cc1	i	-23.0	i	44.4	0.2%	/	/	-0.364	-0.205	0.172	1.03	/	/	/	/	4.7%	3.6	2.5	7.5
CC(C)NC(=O)C1COc2ccccc2O1 (stereo unspecified)	i	-17.0	i	56.8	/	0.2	996	-0.713	-0.378	-0.231	1.51	11.0	690	-1.01	1551	-0.7%	3.1	1.2	7.4
